Growth percent in the NCI-60 one-dose screen (48 h, 10 µM unless noted): 100 = growth as untreated, 0 = no growth, -100 = all killed.
SF-539 – SF-539 CNS cancer; 6.8% of 81,000 active
SF-268 – SF-268 CNS cancer cells | 3.1% of 82,000 active
SF-295 – SF-295 CNS cancer cells | AID 1794758 | 5.6% of 79,000 active
PC-3 – PC-3 prostate cancer cells | 3.9% of 80,000 active
OVCAR-8 – OVCAR-8 ovarian cancer | 4.4% of 81,000 active
U251 – U251 CNS tumor cells | 5.4% of 80,000 active | AID 1794753
SNB-19 – SNB-19 CNS cancer cells. AID 1794751. 2.5% of 81,000 active
DU-145 – DU-145 prostate cancer; 4.2% of 81,000 active
An asterisk follows results filed as active; · = not tested or not shown; & = joins results of further samples; ! = repeats disagree; [ ] = dose if it differs, or a comment. Rule for the calls: active = growth percent below 10; inactive = the rest. Not a hit list; about 9.2% have a hit in one of these screens.

item | SMILES | SF-539 | SF-268 | SF-295 | PC-3
1 | CCCC(=O)c1cccs1 | 93.7 | 104.9 | 95.7 | 89.2
2 | Cc1cc(N/N=C/c2nc(-c3ccc(Cl)cc3)oc2C)c2cc(Cl)ccc2n1 | 69.5 | 74.8 | 98.6 | 67.0
3 | COc1ccc(CNNC(=O)CCc2ccccc2)c(OC)c1OC | 104.5 | 98.9 | 104.4 | 97.4
4 | O=C(Nc1ccc(NCCN2CCOCC2)nc1)c1ccncc1 | 100.2 | 102.5 | 93.5 | 95.9
5 | Cc1ccc(C)c2c1sc1nc(Oc3ccc(Cl)cc3)c(C#N)c(=N)n12 | 101.6 | 107.1 | 82.4 | 77.9
6 | NC(=O)N1N=C(c2cc3ccccc3oc2=O)CC1c1cn(-c2ccccc2)nc1-c1ccc(Cl)cc1 (stereo unspecified) | 42.8 | 54.5 | 19.6 | 25.9
7 | Cc1cc(=O)nc2sc(-c3ccc(Cl)cc3)nn12 | 96.3 | 97.4 | 98.8 | 105.0
8 | COc1cc([C@@H]2c3cc4c(cc3[C@H](O)[C@H]3COC(=O)[C@@H]23)OCO4)cc(OC)c1OC | -4.8* | 24.4&27.1 | -22.3*! | 6.2*!
9 | CCCCCCCCCOC(=O)c1ccc(OC)cc1 | 100.9 | 92.8 | 104.1 | 74.6
10 | Cc1c[n+]([O-])cc(C)c1[N+](=O)[O-] | 91.8&114.0 | 117.6&105.0 | 110.4&119.5 | 107.2&101.2

item | OVCAR-8 | U251 | SNB-19 | DU-145
1 | 107.3 | 110.2 | 101.0 | 109.0
2 | 10.4 | -54.5* | 29.3 | 34.3
3 | 103.5 | 107.1 | 103.5 | 117.0
4 | 98.1 | 96.2 | 104.3 | 107.5
5 | 105.1 | 91.2 | · | 118.8
6 | 37.1 | 30.5 | 45.0 | 56.6
7 | 102.3 | 97.8 | 93.5 | 106.8
8 | 18.9&11.5 | 26.2&16.4 | 12.9&27.3 | -27.4*!
9 | 87.6 | 89.5 | 104.7 | 103.0
10 | 99.0&101.9 | 96.6&102.9 | 105.6&100.7 | 113.1&114.7

Going on with the list:
item | SMILES | SF-539 | SF-268 | SF-295 | PC-3
11 | COc1ccc(-c2n/c(=C\c3c(O)[nH]c4ccc(OC)cc34)cc3c2=Nc2ccccc2-3)cc1 | -48.0* | -33.3* | · | 75.8
12 | O=c1c2c(cc3c(O)[nH]c(=S)n13)-c1ccccc1N=2 | 93.3 | 103.5 | 88.3 | 101.2
13 | CCOC(=O)C1=C(C)N=C2Sc3ccccc3N2C1c1cn[nH]c1-c1ccc(Cl)cc1 (stereo unspecified) | 104.1 | 82.1 | 91.4 | 47.1
14 | Cc1occc1-c1nnc(SCC(=O)NN2C(=O)NC3(CCCCC3)C2=O)n1C | 96.1 | 210.2 | 123.9 | 73.4
15 | CC(C)c1ccc(O)c(C(C)(C)C)c1 | 98.1 | 100.1 | 101.7 | 92.5
16 | CCOC(=O)C(CCc1ccc([N+](=O)[O-])cc1)(CCc1ccc([N+](=O)[O-])cc1)C(=O)OCC | 98.5 | 92.4 | 122.5 | 79.5
17 | O=C(CC1(O)C(=O)Nc2ccc(F)cc21)c1cc2ccccc2oc1=O (stereo unspecified) | 98.5 | 108.4 | 103.0 | 98.3
18 | C#CCN=C[C@]12CC[C@@H](C(=C)C)[C@@H]1[C@H]1CC[C@@H]3[C@@]4(C)CCC(=O)C(C)(C)[C@@H]4CC[C@@]3(C)[C@]1(C)CC2 | 80.2 | 71.3 | 68.5 | 24.5
19 | C=C(C)[C@@H]1CC[C@]2(C(=O)n3ccnc3)CC[C@]3(C)[C@H](CC[C@@H]4[C@@]5(C)CCCNC(C)(C)[C@@H]5CC[C@]43C)[C@@H]12 | 24.6 | 59.4 | -54.7* | 12.9
20 | Nc1c2c(nc3ccc(Br)cc13)CC(c1ccccc1)CC2=O (stereo unspecified) | 20.0 | 73.3 | 9.8* | 40.4

item | OVCAR-8 | U251 | SNB-19 | DU-145
11 | 11.8 | -79.3* | 38.4 | -2.2*
12 | 102.8 | 99.1 | 99.9 | 112.1
13 | 82.0 | 70.1 | 92.6 | 100.7
14 | 95.5 | 106.7 | 114.2 | 121.7
15 | 112.4 | 97.5 | 112.3 | 111.8
16 | 96.0 | 94.1 | 98.9 | 118.6
17 | 106.2 | 104.6 | 99.4 | 118.3
18 | 57.2 | 62.1 | 79.0 | 67.9
19 | 62.8 | -45.5* | 52.6 | 37.0
20 | 44.7 | 41.8 | 37.0 | 24.2

Next part
item | SMILES | SF-539 | SF-268 | SF-295 | PC-3
21 | Cc1ccc(/C=C/C(=O)c2ccc(F)cc2)s1 | 102.7 | 92.2 | 88.5 | 63.8
22 | N=c1c2c(-c3ccccc3)cn(-c3ccccc3)c2nc2[nH]/c(=C\c3ccc(Cl)cc3)c(=O)n12 | 100.8 | 98.7 | · | 88.6
23 | CNCCC(=O)c1ccccc1 | 101.0 | 95.5 | 110.1 | 95.1
24 | CCn1c(SC/C(=N/O)c2ccc(Cl)cc2)nnc1-c1ccncc1 | 100.3 | 94.4 | 99.0 | 100.6
25 | CCOC(=O)c1nn(C2CCCCO2)c2ccc(NC(=O)CN3CCCCC3)cc12 (stereo unspecified) | 99.6 | 94.7 | 100.9 | 107.9
26 | CC(C)CCSC(=N)N | 102.0 | 110.5 | 96.7 | 93.5
27 | CO[C@H]1CC[C@@]2(C)C(=CC[C@H]3[C@@H]4C[C@H](O)C[C@@]4(C)CC[C@@H]32)C1 | 38.0 | 49.2 | 40.8 | 68.3
28 | COc1cc(CC2=C(N(C)c3ccccc3)COC2=O)cc(OC)c1OC | 108.0 | 105.6 | 93.2 | 95.6
29 | O=C(NCCC1CNC2CCCCC12)C1CCN(C(=O)C2CCC(Cl)CC2)CC1 (stereo unspecified) | 99.2 | 88.2 | 99.2 | 87.5
30 | C=CCn1c(SCC(=O)Nc2ccc(C(=O)/C=C/c3ccc(OC)cc3)cc2)nnc1-c1cc(-c2ccc(OC)cc2)nc2ccccc12 | 91.3 | 91.1 | 106.9 | 84.8

item | OVCAR-8 | U251 | SNB-19 | DU-145
21 | 43.6 | 51.6 | 88.0 | 90.8
22 | 95.2 | · | 97.2 | 105.9
23 | 107.6 | 102.2 | 104.8 | 107.8
24 | 110.5 | 102.3 | 102.4 | 105.9
25 | 102.7 | 96.2 | 96.5 | 104.0
26 | 99.4 | 92.4 | 103.1 | 107.5
27 | 82.5 | 38.6 | 55.3 | 42.1
28 | 101.8 | 96.6 | 97.7 | 107.4
29 | 99.1 | 94.3 | 95.2 | 104.6
30 | 99.7 | 95.1 | 97.8 | 102.3

Further results follow:
item | SMILES | SF-539 | SF-268 | SF-295 | PC-3
31 | O=C(N/N=C\c1ccc([N+](=O)[O-])cc1)C1CC1 | 108.9 | 103.3 | 100.0 | 93.4
32 | N#Cc1ccc(-c2ccccc2)nc1Cl | 104.3 | 105.9 | 94.1 | 104.8
33 | Fc1ccc(-c2cc3nc(C(Cl)Cl)nc(-c4cccs4)n3n2)cc1 | -2.3* | 13.3 | -7.4* | 1.4*
34 | N#CC1=C(c2c[nH]c3ccccc23)Nc2nc(N)[nH]c(=O)c2C1c1ccc2c(c1)OCO2 (stereo unspecified) | 99.5 | 108.8 | 104.6 | 95.8
35 | C#CC[C@@H]1C[C@]2(C)[C@H]3CC=C4[C@H]5CC(C)(C)CC[C@]5(C(=O)NCCCCN)CC[C@@]4(C)[C@]3(C)CC[C@H]2C(C)(C)[C@H]1OC(C)=O | 86.9 | 89.4 | · | 27.0
36 | Cc1ccc2c(c1)sc1nncn12 | 94.9 | 108.9 | · | 108.4
37 | Cc1cc2c(=O)[nH]c(N)nc2[nH]1 | 100.1 | 110.1 | · | 119.6
38 | O=C(NCc1ccccc1)c1ccncc1 | 91.1 | 103.9 | 104.4 | 95.2
39 | O=C1CC(c2ccccc2)NN1 (stereo unspecified) | 123.0 | 123.3 | 102.4 | 104.5
40 | CCCN1CCN(C(=S)SC(SC(=S)N2CCN(CCC)CC2)C(=O)c2nnn(-c3ccc([N+](=O)[O-])cc3)c2C)CC1 | 97.4 | 97.6 | 99.6 | 73.2

item | OVCAR-8 | U251 | SNB-19 | DU-145
31 | 97.5 | 102.0 | 94.8 | 118.4
32 | 102.0 | 104.7 | 106.2 | 106.9
33 | 24.0 | -3.1* | 9.6* | -21.8*
34 | 102.5 | 102.5 | 105.6 | 114.2
35 | 3.8* | -77.9* | 6.5* | -47.9*
36 | 98.5 | 98.7 | 105.8 | 106.7
37 | 101.8 | 101.2 | 103.6 | 112.5
38 | 95.8 | 98.5 | 105.5 | 105.0
39 | 100.9 | · | 120.0 | 127.3
40 | 97.7 | 96.3 | 101.9 | 102.3

(listing goes on)
item | SMILES | SF-539 | SF-268 | SF-295 | PC-3
41 | CCC(O)c1ccc2ccccc2c1 (stereo unspecified) | 105.8 | 99.7 | 94.4 | 93.6
42 | CCOC(=O)c1csc(CCNC(=O)c2ccccc2)n1 | 87.2 | 104.7 | 103.5 | 84.9
43 | CN1CCN(c2ccc(Nc3nc(NCCCNS(=O)(=O)c4ccc(Cl)cc4)c4sccc4n3)cc2)CC1 | -85.3* | 5.1* | -68.5* | 51.5
44 | Nc1ccc(CCCC(=O)O)cc1 | 100.3 | 103.2 | 105.9 | 96.6
45 | O=[N+]([O-])c1ccccc1S(=O)NCc1c(Cl)cccc1Cl (stereo unspecified) | 105.1 | 118.5 | 102.1 | 94.1
46 | COC(=O)C12[C@H]3C(=O)N(c4ccc(OC)cc4)C(=O)[C@H]3[C@@H](c3ccc(C)s3)N1[C@H](c1ccc(C)s1)[C@@H]1C(=O)N(c3ccc(OC)cc3)C(=O)[C@@H]12 | 95.4 | 96.4 | 90.3 | 84.5
47 | CCOP(=O)(OCC)/C(=C\N1C(=O)CC(=O)NC1=S)C(=O)OC | 108.9 | 100.9 | 101.9 | 97.8
48 | O=C(/C=C/c1ccc([N+](=O)[O-])cc1)c1ccc(Cl)cc1 | 98.8 | 101.3 | 91.8 | 95.2
49 | Cc1nn(-c2ccc([N+](=O)[O-])cc2)c2ncnc(N/N=C/c3ccccc3)c12 | 94.9 | 79.5 | 97.2 | 73.1
50 | CCCCC(O)(c1ccccc1)c1ccccc1 | 98.4 | 94.0 | 99.1 | 101.4

item | OVCAR-8 | U251 | SNB-19 | DU-145
41 | 102.5 | · | 101.6 | 106.4
42 | 104.0 | 100.7 | · | 121.4
43 | 17.0 | -11.3* | 39.5 | 30.8
44 | 106.4 | 104.6 | 106.3 | 104.3
45 | 105.8 | 99.6[100 µM] | 107.2 | 118.1
46 | 90.3 | 85.2 | 74.5 | 108.7
47 | 97.6 | 94.7 | 98.6 | ·
48 | 101.0 | 66.2 | 92.0 | 103.7
49 | 85.4 | 69.7 | 78.9 | 94.9
50 | 110.4 | 101.2 | 102.5 | 101.5

Next part:
item | SMILES | SF-539 | SF-268 | SF-295 | PC-3
51 | COc1cc2nc(Sc3nnc(N)s3)n(Cc3ccccc3)c(=O)c2cc1OC | 95.1 | 106.1 | 88.6 | 98.2
52 | CCCCCCCC/C=C\CCCCCCCC(=O)OCCCCCC | 108.7 | 107.9 | 95.6 | 91.5
53 | CC/C(Cc1ccccc1)=C(\c1ccc(OCCN2CCCCC2)cc1)c1ccc(OC(C)=O)cc1 | 94.5 | 85.1 | 106.2 | 84.7
54 | CN(C)c1ccc(/C=N/NC(=O)c2ccc(S(C)(=O)=O)cc2)cc1 | 103.4 | 98.3 | 106.5 | 92.2
55 | CC1SC(c2ccc(Br)cc2)N(NC(=O)C(O)(c2ccccc2)c2ccccc2)C1=O (stereo unspecified) | 96.0 | 98.4 | 83.8 | 57.1
56 | CC(=O)N1N=C(c2ccc(Cl)cc2)CC1c1cn(Cc2ccc(Cl)cc2)c2ccccc12 (stereo unspecified) | 87.1 | 84.2 | 87.8 | 54.8
57 | COc1cc(/C=C/C(=O)Nc2ccc3c(c2)/C(=C\c2cc(OC)c(OC)c(OC)c2)C(=O)N3)cc(OC)c1OC | 85.8 | 91.5 | 92.2 | 85.7
58 | Cc1ccc(/C=C2/SC(=S)N(CC(=O)Nc3ncc(Cc4ccc(Cl)cc4)s3)C2=O)cc1 | 96.4 | 93.1 | 95.3 | ·
59 | Cc1c(C)c2c(c(C)c1NC(=O)c1ccccc1C(=O)O)CCC(C)(CCCC(C)CCCC(C)CCCC(C)C)O2 (stereo unspecified) | 67.7 | 54.4 | 52.8 | 53.3
60 | N/N=C(\c1ccccc1)c1cccs1 | 99.3 | 96.7 | 96.9 | 98.7
61 | CC(=O)C1C(=O)C(=O)N(c2cccc(C)c2C)C1=O (stereo unspecified) | 99.2 | 95.6 | 101.8 | 97.8

item | OVCAR-8 | U251 | SNB-19 | DU-145
51 | 97.1 | 96.6 | 100.2 | 102.9
52 | 100.1 | 97.1 | 111.6 | 103.5
53 | 93.9 | 84.3 | 94.8 | 100.8
54 | 90.7 | 94.5 | 103.2 | 106.1
55 | 89.7 | 85.8 | 88.1 | 102.3
56 | 84.2 | 84.8 | 80.4 | 96.9
57 | 53.9 | 75.9 | 89.7 | 80.9
58 | 103.6 | 100.2 | 100.1 | 102.7
59 | 60.0 | 56.7 | 86.4 | 71.5
60 | 111.7 | 107.2 | 104.0 | 106.9
61 | 101.5 | 102.0 | 111.1 | ·

Screening results deposited in PubChem by NCI.
